Source: PubChem
C diff HTS: inhibitors of Clostridium difficile growth; Clostridium difficile clinical isolate growth, OD600, 24 h; hits give low values; growth activity, negative = inhibition, % at 16 µg/mL (by protocol); 86,000 compounds, 0.25% hits; AID 1259249;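 active means mean growth activity at or below -80% and every replicate also at or below -80%; inconclusive means mean at or below -80% but some replicate above -80%; inactive means mean growth activity above -80%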;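 further: 0% = DMSO wells and -100% = levofloxacin 16 µg/mL wells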
GASC1 inh: blocks human GASC-1 (KDM4C) demethylase activity; Q9H3R0; GST-KDM4C 2-372, H3K9me3 peptide, LANCE TR-FRET; inhibition, % at 12.5 µM; 96,000 compounds, 0.15% hits;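 active means mean replicate inhibition above about 25%, with at least 55% of replicates also reaching it, limit read from the data, passing the limit was not always enough; inconclusive means only one of those two conditions met; inactive means neither condition met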
Target sequence (Q9H3R0 2-372 limits assumed): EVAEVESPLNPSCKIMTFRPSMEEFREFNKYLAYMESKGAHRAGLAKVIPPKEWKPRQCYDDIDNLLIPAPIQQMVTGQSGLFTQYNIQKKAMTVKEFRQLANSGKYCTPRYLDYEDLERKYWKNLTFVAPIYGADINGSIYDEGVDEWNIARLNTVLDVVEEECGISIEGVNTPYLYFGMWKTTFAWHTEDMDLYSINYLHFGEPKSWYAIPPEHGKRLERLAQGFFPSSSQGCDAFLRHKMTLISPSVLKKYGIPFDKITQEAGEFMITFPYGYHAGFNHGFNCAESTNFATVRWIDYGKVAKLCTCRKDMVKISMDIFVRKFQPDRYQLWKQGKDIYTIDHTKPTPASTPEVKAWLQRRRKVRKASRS
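Material: GST-tagged GASC-1 (JMJD2C) catalytic fragment, aa 2-372 / Quantity: enzyme final amount 10 nM / Medium: HEPES buffer, pH 7.5, plus ascorbate / Doses: one test concentration per compound / Incubation: 30 min reaction, 60 min detection, RT / Measured by: LANCE TR-FRET / Read-out: inhibition from TR-FRET ratio decrease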
Pf Dd2 growth: P. falciparum Dd2 growth inhibition | SYBR Green, 72 h; hits give low values | 94,000 compounds, 2.3% hits | AID 1159554 | activity change, % at 10 µM; in the data active means activity change below about -80%; inconclusive means no clear call, values can overlap the other calls
T cruzi growth: T. cruzi proliferation inhibition; AID 624255; T. cruzi beta-gal in NIH3T3, GalScreen luminescence, 90 h; inhibition, % at 8.34 µM; 77,000 compounds, 5.9% hits;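 active means mean inhibition above about 93%, with at least 55% of replicates each passing it, limit read from the data, passing the limit was not always enough; inconclusive means only one of those two conditions holds; inactive means neither condition holds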
* = called active by the depositor; ? = inconclusive; / = not tested or not shown; & = joins results of further samples.

SMILES	C diff HTS	GASC1 inh	Pf Dd2 growth	T cruzi growth
O=C(C[C@@H]1C[C@H]2c3cc(NS(=O)(=O)c4ccc(F)cc4)ccc3O[C@H]2[C@@H](CO)O1)NCc1ccncc1	1	-0.8	9	-56
CN1C(=O)c2cc(NC(=O)c3cccc(F)c3)ccc2OC[C@@H]2O[C@H](CC(=O)Nc3ccccc3)CC[C@@H]21	2	-2.3	-17	71
COC(=O)C[C@@H]1C[C@H]2c3cc(NC(=O)Cc4ccncc4)ccc3O[C@H]2[C@@H](CO)O1	1	2.5	7	-43
COc1ccc(NC(=O)N(C)C[C@@H]2Oc3ccc(NC(=O)Nc4ccc(F)cc4)cc3CC(=O)N([C@@H](C)CO)C[C@H]2C)cc1	-2	-1.9	-6	16
Cc1noc(C)c1NC(=O)N(C)C[C@H]1Oc2ccc(NC(=O)Nc3ccc(F)cc3)cc2C(=O)N([C@H](C)CO)C[C@H]1C	5	-2.0	27	10
O=C(C[C@@H]1C[C@H]2c3cc(NC(=O)Nc4ccccc4F)ccc3O[C@H]2[C@H](CO)O1)NC1CCCC1	/	-1.2	-31	36
COc1ccc(NC(=O)Nc2ccc3c(c2)C(=O)N([C@H](C)CO)C[C@@H](C)[C@H](CN(C)S(=O)(=O)c2ccc(Cl)cc2)O3)cc1	-6	1.6	6	-97
CS(=O)(=O)N1CC2(C1)[C@@H](c1ccccc1)[C@H](CO)N2Cc1ccc(F)cc1	2	-0.7	-64	/
C[C@@H]1CCCCO[C@H](CN(C)C(=O)Nc2cccc3ccccc23)[C@@H](C)CN([C@H](C)CO)C(=O)c2cc(NC(=O)Nc3ccccc3)ccc2O1	-4	-1.0	17	39
C[C@@H]1CCCCO[C@H](CN(C)CC2CCCCC2)[C@H](C)CN([C@H](C)CO)C(=O)c2cc(NC(=O)NC3CCCCC3)ccc2O1	/	3.8	-70	38
CNC[C@@H]1Oc2ncc(-c3cccc(F)c3)cc2C(=O)N([C@@H](C)CO)C[C@@H]1C	-2	4.8	-50	45
COc1ccc(CN(C)C[C@@H]2Oc3ccc(NS(=O)(=O)c4ccc(C)cc4)cc3C(=O)N([C@@H](C)CO)C[C@@H]2C)cc1	3	-0.2	7	49
CC(C)(O)C#Cc1cccc(-c2nc(C(=O)N[C@@H]3CCN(Cc4ccccc4)C3)cc3c2[C@@H](CCO)N(S(=O)C(C)(C)C)C3)c1 (stereo partly specified)	3	-3.9	-72	/
Cc1noc(C)c1NC(=O)N[C@@H]1CC[C@@H](CCNC(=O)C2CCC2)O[C@H]1CO	2	-3.4	-9	/
COC(=O)C[C@@H]1C=C[C@@H](NS(=O)(=O)c2ccc(OC)cc2)[C@H](CO)O1	/	0.5	2	15
C[C@H](CO)N1C[C@H](C)[C@H](CN(C)C(=O)C2CCCCC2)Oc2cc(C#CC(C)(C)O)ccc2S1(=O)=O	1	1.7	-1	42
COc1ccccc1CNC(=O)C[C@H]1CC[C@H]2[C@@H](COC[C@@H](O)CN2Cc2ccccc2)O1	2&0	0.1	12	/
C[C@@H]1CN([C@H](C)CO)C(=O)Cc2cc(N(C)C)ccc2O[C@@H]1CN(C)S(=O)(=O)c1cn(C)cn1	4	2.2	33	1
COCC(=O)Nc1ccc2c(c1)[C@@H]1C[C@@H](CC(=O)OC)O[C@@H](CO)[C@@H]1O2	-1	-4.5	9	18
Cc1ccc(S(=O)(=O)Nc2ccc3c(c2)CC(=O)N([C@@H](C)CO)C[C@@H](C)[C@H](CN(C)Cc2ccccc2)O3)cc1	-13	-3.0	-14	/
COCCNC(=O)C[C@H]1CC[C@H]2[C@@H](COc3ccc(NC(=O)c4cnccn4)cc3C(=O)N2C)O1	-3	-1.1	-5	14
CCC(=O)N1[C@H](C(=O)OC)[C@@H](CO)[C@@H]2Cn3c(ccc(-c4ccccc4F)c3=O)[C@@H]21	-3	2.5	4	32
COc1ccc(NC(=O)Nc2ccc3c(c2)C(=O)N([C@@H](C)CO)C[C@H](C)[C@@H](CN(C)Cc2ccncc2)OCCCC[C@@H](C)O3)cc1	1	2.0	-45	72
O=C(C[C@H]1CC[C@H]2[C@@H](COC[C@@H](O)CN2S(=O)(=O)c2ccccc2F)O1)NCc1ccccc1Cl	/	-0.2	-3	2
CS(=O)(=O)Nc1ccc2c(c1)[C@@H]1C[C@@H](CC(=O)N3CCOCC3)O[C@@H](CO)[C@@H]1O2	4	2.6	11	-9
Cc1ccccc1S(=O)(=O)NCC[C@H]1CC[C@@H](NC(=O)Nc2cccc(F)c2)[C@H](CO)O1	-10	1.4	-3	26
CCCC#Cc1cnc2c(c1)C(=O)N([C@@H](C)CO)C[C@H](C)[C@@H](CN(C)S(=O)(=O)c1cn(C)cn1)O2	1	0.5	15	/
CC(C)C#Cc1ccc([C@H]2[C@@H](CO)N(C(=O)C3CC3)[C@H]2C#N)cc1	8	0.0	19	-25
COc1ccc(NC(=O)N(C)C[C@H]2Oc3ccc(NS(=O)(=O)c4ccccc4)cc3C(=O)N([C@@H](C)CO)C[C@@H]2C)cc1	3	1.8	-22	9
C[C@H]1CN([C@@H](C)CO)C(=O)c2cc(NS(=O)(=O)c3ccc(Cl)cc3)ccc2O[C@@H]1CN(C)Cc1ccc(C(=O)Nc2ccccc2N)cc1	4	-3.3	-43	86
O=C(NC[C@@H]1[C@@H](c2ccccc2)[C@@H](CO)N1C(=O)Cc1cccnc1)C1CC1	-5	0.9	-54	100*
COCC#Cc1ccc([C@@H]2[C@H](CO)N3C(=O)CN(C(=O)c4cccnc4)C[C@@H]23)cc1	9	1.9	-12	/
COc1ccc(NC(=O)Nc2ccc3c(c2)C(=O)N([C@H](C)CO)C[C@H](C)[C@H](CN(C)S(=O)(=O)c2ccccc2)OCCCC[C@H](C)O3)cc1	1	-0.4	-24	95
C[C@@H]1CN([C@@H](C)CO)C(=O)Cc2cc(N(C)C)ccc2O[C@H]1CN(C)Cc1ccc(C(=O)Nc2ccccc2N)cc1	1	-0.1	-59	96*
C[C@H](CO)N1C[C@H](C)[C@H](CN(C)Cc2ccc(-c3ccccc3)cc2)Oc2ccc(NC(=O)CCCN(C)C)cc2CC1=O	-8	0.2	-36	/
COc1ccc(NC(=O)N(C)C[C@@H]2OCCCC[C@@H](C)Oc3ccc(NC(=O)CCCN(C)C)cc3C(=O)N([C@H](C)CO)C[C@@H]2C)cc1	-6	4.0	44	-59
C/C=C/c1ccc([C@@H]2[C@@H](CO)N(C(C)=O)C23CN(C(=O)NC2CCCC2)C3)cc1	2	1.3	13	/
COC(=O)[C@H]1[C@H](CO)[C@H]2Cn3c(ccc(C4=CCCCC4)c3=O)[C@H]2N1C(=O)c1ccccc1F	0	-2.6	-18	71
CC(C)CC#Cc1ccc2c(c1)O[C@@H](CN(C)Cc1ccccn1)[C@H](C)CN([C@H](C)CO)S2(=O)=O	7	5.0	-70	123*
CNC[C@@H]1Oc2c(NC(=O)c3ccncc3)cccc2C(=O)N([C@H](C)CO)C[C@H]1C	1	-0.9	12	16
C[C@H](CO)N1C[C@H](C)[C@@H](CN(C)Cc2ccc3c(c2)OCO3)OCCCC[C@H](C)Oc2ccc(NS(=O)(=O)c3cccs3)cc2C1=O	3	-1.1	-32	14
C[C@H]1CN([C@@H](C)CO)C(=O)Cc2cc(NC(=O)NC3CCCCC3)ccc2O[C@H]1CN(C)C(=O)Nc1ccc(F)cc1	2	-1.1	-2	/
COc1ccc(S(=O)(=O)Nc2ccc3c(c2)C(=O)N([C@@H](C)CO)C[C@H](C)[C@H](CN(C)S(=O)(=O)c2c(C)noc2C)O3)cc1	-1	2.9	-19	-49
O=C(Cc1ccccc1)N[C@@H]1CC[C@@H](CC(=O)N2CCCCC2)O[C@H]1CO	6	-0.6	-1	15
COc1cccc(S(=O)(=O)N(C)C[C@@H]2Oc3ncc(-c4cc5ccccc5o4)cc3C(=O)N([C@H](C)CO)C[C@@H]2C)c1	2	-4.0	-67	109*
C[C@H]1CN([C@@H](C)CO)C(=O)c2cccc(NC(=O)c3nc4ccccc4s3)c2O[C@@H]1CN(C)S(=O)(=O)c1ccc(Cl)cc1	1	0.2	-60	64
COc1ccc2c3c(n(C)c2c1)[C@H](CO)N(C)CC31CN(C(=O)CN2CCOCC2)C1	-3	-0.9	-36	/
COc1ccccc1CNC(=O)C[C@@H]1C[C@@H]2c3cc(NS(=O)(=O)c4ccc(F)cc4)ccc3O[C@@H]2[C@@H](CO)O1	-6	-0.5	-18	4
Cc1cccc(S(=O)(=O)N2CC[C@H]3[C@H](CO)Nc4ccc(C#Cc5ccc(F)cc5)cc4[C@H]32)c1	15	-2.2	-30	10
Cc1noc(C)c1NC(=O)Nc1ccc2c(c1)CC(=O)N([C@H](C)CO)C[C@@H](C)[C@H](CN(C)S(=O)(=O)c1ccccc1)O2	-5	-1.5	7	51
(next part)
SMILES	C diff HTS	GASC1 inh	Pf Dd2 growth	T cruzi growth
CN(C)CC(=O)N1[C@@H]2c3ccc(-c4ccc(F)cc4)c(=O)n3C[C@@H]2[C@@H](CO)[C@@H]1C(=O)NC1CCC1	-1	2.5	-1	35
CC(C)NC(=O)N1Cc2cc(C(=O)NC3CCCC3)nc(-c3cccc(-c4cccnc4)c3)c2[C@@H]1CCO	-6	/	-72	/
CO[C@H](CN(C)S(=O)(=O)c1ccc(Cl)cc1)[C@@H](C)CN(Cc1ccccc1Cl)[C@H](C)CO	/	-2.3	-36	?
COc1ccc(NC(=O)Nc2cccc3c2O[C@H](CN(C)S(C)(=O)=O)[C@H](C)CN([C@H](C)CO)C3=O)cc1	-3	0.5	3	-15
C/C=C/c1cnc2c(c1)C(=O)N([C@@H](C)CO)C[C@H](C)[C@@H](CN(C)Cc1ccccc1)O2	6	1.1	-14	-4
C[C@@H]1CCCCO[C@@H](CN(C)C(=O)Cc2ccccc2)[C@H](C)CN([C@H](C)CO)C(=O)c2cc(NS(=O)(=O)c3cn(C)cn3)ccc2O1	-2	15	13	-20
Cc1noc(C)c1NC(=O)Nc1cccc2c1O[C@H](CN(C)Cc1ccc(C(F)(F)F)cc1)[C@@H](C)CN([C@H](C)CO)C2=O	-3	2.8	-9	37
CNC(=O)C[C@@H]1CC[C@@H]2[C@H](COC[C@@H](O)CN2Cc2ccc(C(F)(F)F)cc2)O1	1&-4	1.7	-7	/
COc1ccc(NC(=O)Nc2ccc3c(c2)C(=O)N([C@H](C)CO)C[C@H](C)[C@@H](CN(C)C(=O)CCCN(C)C)OCCCC[C@H](C)O3)cc1	4	3.8	58	14
Cc1noc(C)c1S(=O)(=O)N(C)C[C@H]1OCc2ccccc2-c2c(n(C)c3ccccc23)C(=O)N([C@H](C)CO)C[C@@H]1C	3	-2.4	-35	1

Rewritten bar-delimited: entries from further up
mol | C diff HTS | GASC1 inh | Pf Dd2 growth | T cruzi growth
CC(C)NC(=O)N1Cc2cc(C(=O)NC3CCCC3)nc(-c3cccc(-c4cccnc4)c3)c2[C@@H]1CCO | -6 | / | -72 | /
CO[C@H](CN(C)S(=O)(=O)c1ccc(Cl)cc1)[C@@H](C)CN(Cc1ccccc1Cl)[C@H](C)CO | / | -2.3 | -36 | ?
COc1ccc(NC(=O)Nc2cccc3c2O[C@H](CN(C)S(C)(=O)=O)[C@H](C)CN([C@H](C)CO)C3=O)cc1 | -3 | 0.5 | 3 | -15
C/C=C/c1cnc2c(c1)C(=O)N([C@@H](C)CO)C[C@H](C)[C@@H](CN(C)Cc1ccccc1)O2 | 6 | 1.1 | -14 | -4
C[C@@H]1CCCCO[C@@H](CN(C)C(=O)Cc2ccccc2)[C@H](C)CN([C@H](C)CO)C(=O)c2cc(NS(=O)(=O)c3cn(C)cn3)ccc2O1 | -2 | 15 | 13 | -20
Cc1noc(C)c1NC(=O)Nc1cccc2c1O[C@H](CN(C)Cc1ccc(C(F)(F)F)cc1)[C@@H](C)CN([C@H](C)CO)C2=O | -3 | 2.8 | -9 | 37
CNC(=O)C[C@@H]1CC[C@@H]2[C@H](COC[C@@H](O)CN2Cc2ccc(C(F)(F)F)cc2)O1 | 1&-4 | 1.7 | -7 | /
COc1ccc(NC(=O)Nc2ccc3c(c2)C(=O)N([C@H](C)CO)C[C@H](C)[C@@H](CN(C)C(=O)CCCN(C)C)OCCCC[C@H](C)O3)cc1 | 4 | 3.8 | 58 | 14
Cc1noc(C)c1S(=O)(=O)N(C)C[C@H]1OCc2ccccc2-c2c(n(C)c3ccccc23)C(=O)N([C@H](C)CO)C[C@@H]1C | 3 | -2.4 | -35 | 1

Next section
SMILES	C diff HTS	GASC1 inh	Pf Dd2 growth	T cruzi growth
CC(C)NC(=O)N(C)C[C@@H]1Oc2ccc(N(C)C)cc2C(=O)N([C@@H](C)CO)C[C@@H]1C	-1	11	8	7
CCCC(=O)N1CC2(CN(Cc3cccnc3)C2)c2c([nH]c3cc(OC)ccc23)[C@H]1CO	-1	-2.8	-34	/
O=C(Nc1cccc(F)c1)N1CCCCN2[C@H](CO)[C@@H](c3ccc(C#CC4CC4)cc3)[C@H]2C1	43	-1.6	-36	112*
C[C@H]1CN([C@@H](C)CO)C(=O)c2cc(NC(=O)Nc3ccc(F)cc3)ccc2O[C@@H]1CN(C)C(=O)Nc1ccc(C(F)(F)F)cc1	-5	-0.8	-20	-206
Cc1cc(C(=O)Nc2ccc3c(c2)C(=O)N(C)[C@H]2CC[C@H](CC(=O)N[C@H](C)c4ccccc4)O[C@H]2CO3)no1	-5	3.7	-5	47
